Bioassay records from PubChem BioAssay.
sEH activator: soluble epoxide hydrolase (human) activation | actives 0.04% (n = 91,000) | AID 717 | P34913 | activation, % at 2 µM | purified human sEH enzymatic activity, activator screen; in the data active means activation above about 37%; further: values of inactives mirror those of a sister screen read the other way
sEH inh: blocks human soluble epoxide hydrolase activity; P34913; recombinant human sEH enzymatic activity assay; inhibition, % at 2 µM; actives 0.34% (n = 91,000); AID 707; in the data active means inhibition above about 80%; further: values of inactives mirror those of a sister screen read the other way; many of its hits are not listed in these tables
Smad3 inh: inhibitors of human Smad3 transcription factor binding; P84022; TR-FRET Smad3/Dy647-FoxH1 peptide binding, europium anti-His; inhibition, % at 25 µM; actives 0.29% (n = 88,000);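 active means compounds that reduce the energy-transfer binding signal between the protein and its labelled peptide by more than half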;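 further: 0% = Smad3 plus labelled peptide maximal FRET and 100% = peptide-only background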
Target sequence (P84022 whole entry, looked up): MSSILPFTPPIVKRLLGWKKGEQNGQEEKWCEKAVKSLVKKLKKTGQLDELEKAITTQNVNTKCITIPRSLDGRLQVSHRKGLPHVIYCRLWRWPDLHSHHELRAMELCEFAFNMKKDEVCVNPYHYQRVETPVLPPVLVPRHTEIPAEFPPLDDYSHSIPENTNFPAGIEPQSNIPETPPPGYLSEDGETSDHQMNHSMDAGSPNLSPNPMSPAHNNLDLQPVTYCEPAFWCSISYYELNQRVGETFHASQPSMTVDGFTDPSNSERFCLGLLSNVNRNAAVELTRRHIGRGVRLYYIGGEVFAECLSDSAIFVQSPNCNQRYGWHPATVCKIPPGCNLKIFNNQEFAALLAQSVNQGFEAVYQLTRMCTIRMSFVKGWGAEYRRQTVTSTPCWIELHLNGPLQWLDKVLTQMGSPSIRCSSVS
ERb coact inh: blocks coactivator binding to human estrogen receptor beta; Q92731; TR-FRET ER-beta LBD / SRC1-Cy5 peptide binding; receptor agonist-loaded with 1 µM estradiol; inhibition, % at 25.6 µM; actives 1.3% (n = 86,000); AID 633;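 active means compounds whose percent inhibition of the receptor-coactivator binding signal exceeds about 50% in the single-dose screen, limit read from the data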;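 further: 0% = receptor plus peptide wells without compound and 100% = peptide-only wells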
IL1B cytotox: HUVEC cytotoxicity counter-screen, IL-1B stimulated; HUVEC cell count loss, Hoechst imaging; cell count reduction, % at 2 µM; actives 0.41% (n = 94,000);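 active means cell count reduction more than 3 SD above the screen-wide mean, cut at about 70% in these data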;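 further: normalized per plate to untreated control cells as the no-loss baseline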
HUVEC tox TNFa: HUVEC cytotoxicity counter-screen, TNF alpha stimulated. HUVEC TNFalpha-stimulated, Hoechst cell count, imaging. cell count reduction, % at 2 µM. actives 0.17% (n = 93,000). AID 848;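 active means cell count reduction exceeding the screen mean by over 5 SD, scaled to untreated wells per plate, cut at about 78% in these data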;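 further: cells counted after 24 h of TNF alpha exposure following the 1 h pretreatment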
Candida biofilm: kills Candida albicans biofilms; C. albicans biofilm + clotrimazole, Alamar Blue; actives 0.14% (n = 85,000); inhibition, % at 6 µM; AID 834;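 active means inhibition above 20%; inactive means inhibition below 20%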;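 further: preformed 24 hr biofilms exposed to compound for 48 hr; 0% = biofilm without compound and 100% = blank killed by clotrimazole plus chlorhexidine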
cytoskel mod: modifiers of cytoskeleton assembly. HUVEC TNFa F-actin phalloidin imaging, high content. inhibition, % at 2 µM. actives 0.18% (n = 91,000). AID 836;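 active means inhibition above the batch mean plus 3 SD and confirmed as a hit by visual image inspection, cut at about 30% in these data, passing the limit was not always enough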; further: strong numbers were not always called active
VCAM1 TNFa inh: reduces TNF alpha induced VCAM1 expression in HUVEC | AID 802 | actives 0.48% (n = 95,000) | HUVEC TNFa-induced VCAM-1 immunofluorescence, high-content imaging | inhibition, % at 2 µM;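 active means inhibition above the batch mean plus 3 SD, with images confirmed as a hit by eye, cut at about 37% in these data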;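 further: 0% = TNF-stimulated DMSO wells and 100% = unstimulated control wells; not every result past the cut was called active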
* marks the source's active call; other numbers are inactive results; . = no result given; [ ] = remark or other dose. Only part of the results is shown; count on the stated rates, not on these rows.

Abbreviations – A = sEH activator; B = sEH inh; C = Smad3 inh; D = ERb coact inh; E = IL1B cytotox; F = HUVEC tox TNFa; G = Candida biofilm; H = cytoskel mod; I = VCAM1 TNFa inh
1) CCOC(=O)C1CCCN(c2ccc(NC(=O)c3snc4c(=O)[nH]c(C)nc34)cc2)C1 (stereo unspecified)
  A: -6 | B: 10 | C: . | D: . | E: -37 | F: -24 | G: . | H: -28 | I: -2
2) CCc1nc2ccccc2n(CC)c1=O
  A: . | B: . | C: 9 | D: -8 | E: -30 | F: -29 | G: 6 | H: 1 | I: 15
3) CCCCN(C)C(=O)c1oc2ccc(S(=O)(=O)N3CCCCCC3)cc2c1C
  A: 12 | B: -13 | C: -5 | D: 1 | E: 6 | F: -12 | G: -2 | H: -70 | I: 10
4) Cc1cccc(NC(=O)/C=C/c2cccs2)n1
  A: -4 | B: 4 | C: . | D: . | E: 4 | F: 11 | G: . | H: -41 | I: 1
5) COc1ccc(N(CC(=O)NC2CCCCC2)S(=O)(=O)c2c(C)[nH]c(=O)[nH]c2=O)cc1
  A: -1 | B: 0 | C: -7 | D: -9 | E: -5 | F: -11 | G: -1 | H: 4 | I: 10
6) COC(=O)c1ccc(NC(=O)CSc2nnc(-c3ccncc3)n2C)cc1
  A: 4 | B: -2 | C: 3 | D: -14 | E: 0 | F: -14 | G: 0 | H: 4 | I: 23
7) O=C(O)C1CC=CCC1C(=O)NC12CC3CC(CC(C3)C1)C2 (stereo unspecified)
  A: -7 | B: 7 | C: 7 | D: -7 | E: -21 | F: -15 | G: 0 | H: 2 | I: 11
8) CCOc1ccc(-c2cc(C(=O)O)c3ccccc3n2)cc1
  A: 12 | B: -14 | C: 17 | D: 3 | E: 4 | F: -17 | G: 6 | H: . | I: 11
9) COc1ccc2oc(-c3ccccc3)c(C(=O)N3CCOCC3)c2c1
  A: 4 | B: -1 | C: 7 | D: -9 | E: 8 | F: 19 | G: 8 | H: -38 | I: -2
10) O=C(Cn1cc2c(n1)CCCC2)NCc1cccs1
  A: -1 | B: 1 | C: -4 | D: -15 | E: 21 | F: -26 | G: 4 | H: -11 | I: 16
11) CCN(CC)C(=O)c1sc(N)c(C#N)c1C
  A: 2 | B: -2 | C: 3 | D: -5 | E: -17 | F: -8 | G: 1 | H: 7 | I: -12
12) Cc1cc(NC(=O)COC(=O)C(Cc2ccccc2)NC(=O)c2ccco2)no1 (stereo unspecified)
  A: 6 | B: -4 | C: -4 | D: 7 | E: 21 | F: -31 | G: 7 | H: 3 | I: 1
13) Cn1c(=O)oc2cc(S(=O)(=O)NCCN3CCN(c4ccccc4)CC3)ccc21
  A: -8 | B: 11 | C: -6 | D: 7[fluorescence artefact?] | E: -4 | F: -2 | G: 9 | H: 4 | I: -17
14) O=C(CSc1nnc(-c2ccncc2)n1Cc1ccco1)c1ccc(Cl)cc1
  A: -1 | B: 1 | C: -2 | D: -1 | E: 1 | F: 6 | G: 4 | H: 2 | I: 27
15) COc1cccc(NC(=O)NCc2cccn2C)c1
  A: -16 | B: 14 | C: -14 | D: -1[fluorescence artefact?] | E: 52 | F: -11 | G: 10 | H: -13 | I: 0
16) CCOC(=O)C1=NOC(CNC(=O)C2=NOC(CNC(=O)c3c(-c4ccccc4Cl)noc3C)C2)C1 (stereo unspecified)
  A: 16 | B: -14 | C: . | D: . | E: 10 | F: 0 | G: . | H: -13 | I: 1
17) CCCc1nc(SCC(=O)Nc2cc(C)on2)c2c(=O)n(C)c(=O)n(C)c2n1
  A: 4 | B: -2 | C: 4 | D: 28[fluorescence artefact?] | E: -29 | F: -6 | G: 18 | H: -7 | I: -2
18) Cc1ccc(NC(=O)C2CCCN(S(=O)(=O)c3cnc[nH]3)C2)cc1C (stereo unspecified)
  A: -56 | B: 56 | C: -6 | D: -3 | E: -40 | F: -15 | G: 13 | H: -2 | I: 19
19) Cc1nnc(SCC(=O)NCc2ccco2)[nH]c1=O
  A: -7 | B: 6 | C: 3 | D: 3[fluorescence artefact?] | E: 4 | F: 0 | G: -3 | H: -12 | I: 3
20) O=C(CN1CCN(c2ccccc2)CC1)c1ccc2cc[nH]c2c1
  A: . | B: . | C: -3 | D: 0[fluorescence artefact?] | E: 14 | F: -37 | G: 3 | H: -5 | I: 4

2 entries drawn at random from those above:
Abbreviations – A = sEH activator; B = sEH inh; C = Smad3 inh; D = ERb coact inh; E = IL1B cytotox; F = HUVEC tox TNFa; G = Candida biofilm; H = cytoskel mod; I = VCAM1 TNFa inh
18) Cc1ccc(NC(=O)C2CCCN(S(=O)(=O)c3cnc[nH]3)C2)cc1C (stereo unspecified)
  A: -56 | B: 56 | C: -6 | D: -3 | E: -40 | F: -15 | G: 13 | H: -2 | I: 19
14) O=C(CSc1nnc(-c2ccncc2)n1Cc1ccco1)c1ccc(Cl)cc1
  A: -1 | B: 1 | C: -2 | D: -1 | E: 1 | F: 6 | G: 4 | H: 2 | I: 27

Arranged by number of heavy atoms (low to high): part of the list above.
Abbreviations – A = sEH activator; B = sEH inh; C = Smad3 inh; D = ERb coact inh; E = IL1B cytotox; F = HUVEC tox TNFa; G = Candida biofilm; H = cytoskel mod; I = VCAM1 TNFa inh
11) CCN(CC)C(=O)c1sc(N)c(C#N)c1C
  A: 2 | B: -2 | C: 3 | D: -5 | E: -17 | F: -8 | G: 1 | H: 7 | I: -12
15) COc1cccc(NC(=O)NCc2cccn2C)c1
  A: -16 | B: 14 | C: -14 | D: -1[fluorescence artefact?] | E: 52 | F: -11 | G: 10 | H: -13 | I: 0
20) O=C(CN1CCN(c2ccccc2)CC1)c1ccc2cc[nH]c2c1
  A: . | B: . | C: -3 | D: 0[fluorescence artefact?] | E: 14 | F: -37 | G: 3 | H: -5 | I: 4
18) Cc1ccc(NC(=O)C2CCCN(S(=O)(=O)c3cnc[nH]3)C2)cc1C (stereo unspecified)
  A: -56 | B: 56 | C: -6 | D: -3 | E: -40 | F: -15 | G: 13 | H: -2 | I: 19
14) O=C(CSc1nnc(-c2ccncc2)n1Cc1ccco1)c1ccc(Cl)cc1
  A: -1 | B: 1 | C: -2 | D: -1 | E: 1 | F: 6 | G: 4 | H: 2 | I: 27
13) Cn1c(=O)oc2cc(S(=O)(=O)NCCN3CCN(c4ccccc4)CC3)ccc21
  A: -8 | B: 11 | C: -6 | D: 7[fluorescence artefact?] | E: -4 | F: -2 | G: 9 | H: 4 | I: -17
16) CCOC(=O)C1=NOC(CNC(=O)C2=NOC(CNC(=O)c3c(-c4ccccc4Cl)noc3C)C2)C1 (stereo unspecified)
  A: 16 | B: -14 | C: . | D: . | E: 10 | F: 0 | G: . | H: -13 | I: 1

(next part)
Abbreviations – A = sEH activator; B = sEH inh; C = Smad3 inh; D = ERb coact inh; E = IL1B cytotox; F = HUVEC tox TNFa; G = Candida biofilm; H = cytoskel mod; I = VCAM1 TNFa inh
21) CN1CCN(C(=O)C2CC(c3ccc(F)cc3)=NO2)CC1 (stereo unspecified)
  A: . | B: . | C: 16 | D: -1[fluorescence artefact?] | E: 14 | F: -17 | G: 6 | H: -3 | I: 4
22) C=C(C)CSc1nnc(-c2ccccc2)n1N
  A: 10 | B: -11 | C: 7 | D: -4[fluorescence artefact?] | E: 15 | F: 16 | G: 6 | H: -19 | I: -12
23) Cc1ccc2nc(NCCCN3CCOCC3)c(C=NCCCN3CCOCC3)c(=O)n2c1
  A: -1 | B: 0 | C: -13 | D: -5[fluorescence artefact?] | E: -2 | F: -4 | G: -1 | H: -18 | I: -3
24) COc1ccc(-c2nnc(N(C)C(=O)c3cccnc3)s2)cc1
  A: 6 | B: -7 | C: 1 | D: 16 | E: 17 | F: -24 | G: 8 | H: -4 | I: 5
25) CCOC(=O)N1CCN(C(=O)c2ccc3c(=O)n(Cc4ccc(OC)cc4)c(=S)[nH]c3c2)CC1
  A: -44 | B: 45 | C: -3 | D: -9 | E: -13 | F: -13 | G: -6 | H: 16 | I: 12
26) Cc1ccc(S(=O)(=O)N(C)CC(=O)O/N=C(\N)c2ccccn2)cc1
  A: -1 | B: 5 | C: . | D: . | E: -23 | F: -20 | G: . | H: -7 | I: -4
27) CC1CCCN(S(=O)(=O)c2ccc(NC(=O)CCN3C(=O)c4ccccc4C3=O)cc2)C1 (stereo unspecified)
  A: -36 | B: 36 | C: -2 | D: -9 | E: -22 | F: -12 | G: 8 | H: -19 | I: 12
28) O=C(Nc1cccc(OC(=O)c2ccco2)c1)c1ccco1
  A: 2 | B: -2 | C: 1[fluorescence artefact?] | D: -4[fluorescence artefact?] | E: . | F: -4 | G: 4 | H: -25 | I: 0
29) OC(c1ccc(Cl)cc1)c1nnc(-c2ccccc2)o1 (stereo unspecified)
  A: -6 | B: 9 | C: -4 | D: -8 | E: -37 | F: -14 | G: -7 | H: 13 | I: -1
